# LDHA inh: blocks human lactate dehydrogenase A; purified LDHA, NADH/diaphorase-resazurin fluorescence; hits give low values; activity change, % (values are at about 110 or 230 µM); actives 0.15% (n = 480,000); in the data active means activity change below about -30%; inconclusive means mostly about -25% to -30%;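 further: plate controls were DMSO wells for no effect and wells without enzyme for full effect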
#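 Enzyme activity of human lactate dehydrogenase 5 (2 nM; 0.06 mM NADH, 0.2 mM pyruvate, 5 min, RT) is measured via a resazurin/diaphorase fluorescence readout of residual NADH.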
# Vif-APOBEC3G blk: blocks the Vif interaction with human APOBEC3G. actives 0.076% (n = 410,000). HeLa A3G-eYFP + Vif (tagged APOBEC3G with the HIV-1 protein that degrades it), YFP fluorescence, overnight. Potency, µM (top dose mostly 46.1 µM), without a hit: top-dose activity, negative = active, actives largely listed as inhibitors;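 further: potency means the concentration at half of the fitted maximal effect; on the % scale 0 is the no-effect control and ±100 the full control effect; nearly all actives have a fitted effect of over 60% in size; hits raise eYFP signal because A3G escapes Vif-driven loss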
#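 HeLa cells stably expressing Vif and C-terminally eYFP-tagged A3G, seeded overnight at 37 deg C, then exposed to compound by pintool overnight at 37 deg C. Rise in yellow fluorescence (Ex 488/Em 500-530, Acumen) marks blocked Vif-driven A3G degradation.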
# PI4K2A block: blocks human PI4K2A kinase activity; Q9BTU6; purified PI4K2A, ADP-Glo luminescence, 1 h; hits give low values; activity change, negative = inhibition, % at 76.9 µM; actives 0.13% (n = 420,000); AID 1346378; in the data active means activity change below about -50%; inconclusive means mostly about -30% to -49%;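 further: -100% = wells without enzyme as full effect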
#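 In this quantitative HTS, ADP production by PI4K2A was quantified luminescently after 1 h at ambient temperature; 100 microM adenosine served as plate-quality control.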
# IDH1 R132H inh: blocks human mutant IDH1 R132H enzyme. actives 0.093% (n = 390,000). AID 602179. Potency, µM (titrated, usually from 76.6 µM), without a hit: at the top dose activity change, negative = inhibition, most hits filed as inhibitors. O75874. IDH1-R132H enzyme, NADPH consumption, diaphorase/resazurin fluorescence; further: potency means the concentration at half of the fitted maximal effect; on the % scale 0 is the no-effect control and ±100 the full control effect; nearly all actives have a fitted effect of over 65% in size
# Target sequence (O75874 whole entry R132H, stated change not applied): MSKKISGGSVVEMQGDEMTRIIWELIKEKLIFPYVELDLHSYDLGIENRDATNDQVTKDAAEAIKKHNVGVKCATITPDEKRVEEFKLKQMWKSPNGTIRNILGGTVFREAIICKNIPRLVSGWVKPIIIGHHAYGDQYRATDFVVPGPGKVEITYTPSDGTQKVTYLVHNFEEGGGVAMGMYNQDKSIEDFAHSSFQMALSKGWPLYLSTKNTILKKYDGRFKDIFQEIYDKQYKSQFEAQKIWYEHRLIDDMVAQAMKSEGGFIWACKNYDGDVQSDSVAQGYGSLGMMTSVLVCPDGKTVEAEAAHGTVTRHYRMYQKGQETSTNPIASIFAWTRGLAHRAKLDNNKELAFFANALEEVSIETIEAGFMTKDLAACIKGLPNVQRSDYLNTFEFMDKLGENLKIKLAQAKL
#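 IDH1-R132H (0.5 ug/mL dispensed) in pH 7.5 Tris buffer was preincubated 30 min with compound, then given a substrate mix of 0.016 mM NADPH and 2 mM alpha-KG for 80 min at room temperature; remaining NADPH was read by diaphorase/resazurin fluorescence.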
# TrxR1 substrate: is turned over as a substrate by rat TrxR1 | O89049 | actives 0.01% (n = 390,000) | AID 588456 | purified TrxR1 substrate turnover, NADPH consumption readout | Potency, µM (highest dose often 114 µM), for inactives: top-dose activity change, negative = substrate turnover; further: potency means the concentration at half of the fitted maximal effect; on the % scale 0 is the no-effect control and ±100 the full control effect; nearly all actives have a fitted effect of over 50% in size
# Target sequence (O89049 whole entry, looked up): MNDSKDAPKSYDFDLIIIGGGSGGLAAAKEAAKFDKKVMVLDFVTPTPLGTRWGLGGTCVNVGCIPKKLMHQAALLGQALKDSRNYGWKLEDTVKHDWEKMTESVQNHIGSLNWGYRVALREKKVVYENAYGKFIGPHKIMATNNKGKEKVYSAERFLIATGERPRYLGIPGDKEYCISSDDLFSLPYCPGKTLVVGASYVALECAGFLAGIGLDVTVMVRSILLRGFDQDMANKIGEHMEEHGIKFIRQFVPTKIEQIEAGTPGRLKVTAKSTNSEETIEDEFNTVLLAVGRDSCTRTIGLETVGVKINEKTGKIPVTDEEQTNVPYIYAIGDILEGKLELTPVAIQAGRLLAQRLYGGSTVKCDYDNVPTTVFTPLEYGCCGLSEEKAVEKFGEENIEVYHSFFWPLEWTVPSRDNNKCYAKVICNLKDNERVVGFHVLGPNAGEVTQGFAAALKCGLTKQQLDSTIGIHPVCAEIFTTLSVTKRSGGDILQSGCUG
#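 Rat TrxR1, dispensed at 90 nM, was prereduced with 400 uM NADPH (final) for 5 min at ~22 deg C, then incubated with compound 15 min before 400 uM selenite. A first-read NADPH fluorescence drop versus no-compound background flagged substrates.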
# RXFP1 ag: RXFP1 (human) receptor agonism | HEK293T-RXFP1 cAMP TR-FRET, 30 min; response scale: percent of porcine relaxin response, buffer zero | Potency, µM (titrated, usually from 57.5 µM), for the others: at the highest dose activation, usual class: activators | actives 0.3% (n = 370,000) | AID 2676; further: potency means the concentration at half of the fitted maximal effect; on the % scale 0 is the no-effect control and ±100 the full control effect; nearly all actives have a fitted effect of over 60% in size; many of its hits are not listed in these tables
#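 HEK293 cells stably expressing RXFP1, treated 30 min at 37C with compounds plus PDE4 inhibitor Ro 20174; cAMP measured by HTRF TR-FRET. Normalized to buffer and 29 nM porcine relaxin; EC50 by Hill fit.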
# Vif-APOBEC3F blk: blocks the Vif interaction with APOBEC3F; Potency, µM (doses to about 46.1 µM), without a hit: top-dose activity, negative = active; actives 0.2% (n = 390,000); HeLa A3F-eYFP + Vif (tagged APOBEC3F with the HIV-1 protein that degrades it), YFP fluorescence increase; further: potency means the concentration at half of the fitted maximal effect; % of control where 0% means no effect; nearly all actives have a fitted effect of over 65% in size
#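 Fluorescence increase (Ex 488/Em 500-530) after overnight compound treatment at 37 deg C flags inhibition of Vif-driven A3F-eYFP loss in stable HeLa A3F-eYFP/Vif cells seeded overnight beforehand.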
# USP1-UAF1 inh: blocks the human USP1/UAF1 deubiquitinase complex. O94782. recombinant USP1/UAF1, Ub-Rhodamine cleavage fluorescence. Potency, µM (highest dose often 57.1 µM), for inactives: top-dose activity change, negative = inhibition, hits mostly inhibitors. actives 0.23% (n = 390,000). AID 743255; further: potency means the concentration at half of the fitted maximal effect; on the % scale 0 is the no-effect control and ±100 the full control effect; nearly all actives have a fitted effect of over 60% in size; inactives centre near -12
#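 USP1/UAF1 complex (1 nM) preincubated 15 min at room temperature with compound, then Ub-Rho substrate (150 nM final) added. Kinetic fluorescence at 480/540 nm over 6 reads at 60 s intervals; 50 mM HEPES pH 7.8, 0.5 mM EDTA, 0.1 mg/ml BSA, 1 mM TCEP, 0.01% Tween-20.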
# GRP78 ERSR act: ER stress response induction in glioma; Potency, µM, inactives show top-dose activation, actives largely listed as activators; actives 0.02% (n = 420,000); AID 602332; U87-MG GRP78 promoter luciferase reporter, 16 h; further: potency means the concentration at half of the fitted maximal effect; series mostly up to about 76 µM; % of control where 0% means no effect; nearly all actives have a fitted effect of over 35% in size
#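 Stably transfected U87-MG human glioma cells carrying a GRP78-based luminescent sensor were seeded at 1000 cells/well, pin-dosed with compounds and incubated 16 h. Luciferase reagent was then added, and end-point luminescence was read after 10 min at room temperature.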
# Numbers without * were called inactive; ? = inconclusive; nt = not tested or not shown; [ ] = dose if it differs, or a comment. Unless noted, the call rests on the fitted dose curve; in most records, active means well fitted curve in the direction sought with a large enough effect; inconclusive means small, poorly fitted or top-dose-only effect, or another doubt; inactive means no such curve, though single readings can be large; an effect the other way counts as inactive or inconclusive.
Compound	LDHA inh	Vif-APOBEC3G blk	PI4K2A block	IDH1 R132H inh	TrxR1 substrate	RXFP1 ag	Vif-APOBEC3F blk	USP1-UAF1 inh	GRP78 ERSR act
COc1ccc(CNC(=O)COC(=O)[C@H](Cc2ccccc2)NC(=O)c2cccs2)cc1	-1	1%	-4	1%	-4%	nt	4%	-8%	6%
Cc1ccc(C2=NNC(=Nc3ccc(F)cc3)SC2)cc1	-6	6%	-9	?	0%[57.1 µM]	9.7%	-12%	-21%	1%
Cc1cccc(OCCNC(=O)c2ccc(Oc3ccc(C(F)(F)F)cc3[N+](=O)[O-])cc2)c1	-6	2%	0	-3%	-1%[57.1 µM]	2.7%	-2%	-27%	-1%
Cc1c(NC(=O)C(C)OC(=O)c2ccc([N+](=O)[O-])s2)c(=O)n(-c2ccccc2)n1C (configuration not stated)	-4	?	-2	2%	-7%	1.5%	-1%	?	-1%
COc1ccc(OC(C)C(=O)N(C)Cc2nc(-c3ccc(OC)cc3)no2)cc1 (configuration not stated)	-7	1%	-2	-5%	-6%[57.1 µM]	-0.3%	-1%	-18%	-6%
CC(=O)Nc1ccc(C(=O)OCc2ccc(Br)cc2)cc1	-5	-8%	0	1%	-8%	-0.3%	-7%	0%	2%
CCOC(=O)C1CCN(c2cc(C)nc3ccc(OC)cc23)CC1	-15	1%	-3	0%	-17%	1.3%	-2%	-7%	-9%
COc1ccc(NC(=O)CN(C)C(=O)Cn2c(=O)oc3ccccc32)cc1	-2	-3%	-3	-2%	6%	0.4%	2%	0%	-6%
CCc1nc2c(OCc3cc(Cl)cc(Cl)c3)cccn2c1N(C)C(=O)c1ccccc1F	-4	-15%	5	nt	nt	nt	nt	nt	0%
Cc1ccc(C)c(S(=O)(=O)N2CCCC2CNC(=O)C(=O)NCC2CCCO2)c1 (configuration not stated)	1	-2%	0	-2%	-1%[57.1 µM]	0.1%	2%	-13%	-3%
CCn1c(=O)c2cc(C(=O)Nc3cc(OC)c(OC)c(OC)c3)sc2c2ccccc21	2	-6%	0	8%	0%	1.1%	-13%	-26%	-2%
O=C(CSc1ccc(-c2ccccn2)nn1)Nc1cccc(F)c1	0	-18%	4	8%	-2%	2.7%	-3%	-15%	6%

# Next part.
Compound	LDHA inh	Vif-APOBEC3G blk	PI4K2A block	IDH1 R132H inh	TrxR1 substrate	RXFP1 ag	Vif-APOBEC3F blk	USP1-UAF1 inh	GRP78 ERSR act
C=CCn1c(=O)c(C(=O)NCc2ccccc2Cl)c(O)c2ccccc21	-2	2%	2	-2%	4%	1.7%	0%	-24%	-2%
COc1cn(-c2ccccc2)nc1C(=O)NCc1ccccc1	-8	2%	-1	-7%	19%	0.6%	13%	1%	2%
CC1CC(C)CN(c2ncnc3c2cnn3-c2ccc(Cl)cc2)C1 (configuration not stated)	-8	3%	-7	0%	3%	0.6%	0%	-32%	-4%
COc1ccccc1N1CCN(C(CNC(=O)C(=O)NCc2ccc(F)cc2)c2cccnc2)CC1 (configuration not stated)	-16	2%	-3	7%	-11%	-2.3%	6%	3%	-1%
CCN(CC)S(=O)(=O)c1nnc(NC(=O)c2ccco2)s1	-2	0%	-4	-1%	-12%	27%	0%	-19%	3%
CC(NC(=O)COC(=O)CNC(=O)c1ccc(-c2ccccc2)cc1)c1ccccc1 (configuration not stated)	-11	1%	2	0%	8%	0.8%	-3%	0%	-1%
Cc1ccn2cc(C(=O)Nc3nnc(C)s3)nc2c1	9	-4%	0	-1%	18%	1.6%	-1%	6%	4%
Nc1c(C(=O)NC2CCCC2)sc2nc(-c3cccs3)ccc12	-4	-6%	-10	-9%	1%[57.1 µM]	11%	?	-15%	2%
COCCn1c(-c2ccco2)csc1=Nc1cccnc1	6	2%	1	4%	0%	-0.4%	-8%	0%	-2%
COC(=O)c1cc(NC(=O)c2cccnc2)cc(C(=O)OC)c1	-2	1%	-5	-8%	0%	4.2%	-6%	-14%	0%
COc1cccc(Cn2c(=O)cc(C)c3c(C)nn(-c4ccc(C)cc4)c32)c1	-3	-3%	-19	-10%	9%[57.1 µM]	2.0%	-4%	-16%	-3%
CC[n+]1c(C)sc2c(C)cc(C)cc21	?	2%	-11	3%	-10%	1.8%	-2%	-5%	-2%

# Next records follow:
Compound	LDHA inh	Vif-APOBEC3G blk	PI4K2A block	IDH1 R132H inh	TrxR1 substrate	RXFP1 ag	Vif-APOBEC3F blk	USP1-UAF1 inh	GRP78 ERSR act
CCOC(=O)c1ccccc1OCc1cc(/C=N/n2cncn2)ccc1OC	-4	?	5	-4%	-1%[57.1 µM]	2.0%	-5%	-16%	-6%
COc1cc(Cl)c(C)cc1NC(=O)CC1SC(N2CCOCC2)=NC1=O (configuration not stated)	-2	-3%	-2	16%	4%	-1.9%	6%	-15%	-6%
COC(=O)c1cc2sccc2n1CC(=O)N1CCCc2ccccc21	-7	-1%	-3	3%	2%	0.1%	-9%	-13%	-1%
CCCCN(CC)C(=O)CSc1cc(=O)n(C)c2ccccc12	-6	0%	-2	2%	5%	4.6%	1%	-2%	0%
COCOCCn1cc(CN2CCS(=O)(=O)N(Cc3ccc(-c4ccc(OC)nc4)cc3)C(C(C)C)C2=O)nn1 (configuration not stated)	2	-3%	-4	-1%	nt	nt	8%	-18%	0%
CCCCCCCCn1c2c(c(=N)c3c1CCC3)CCCC2	-3	-2%	1	0%	-9%[57.1 µM]	6.5%	?	-16%	-7%
CCCCCn1c(=O)[nH]c2cc(C(=O)NCc3ccc(Cl)cc3)ccc2c1=O	-14	-2%	1	2%	12%[2.29 µM]	?	-5%	-11%	-1%
CCN1CCN(C(=O)c2ccc(-c3nc4ccccc4s3)s2)CC1	-4	-2%	-8	3%	15%	2.5%	-10%	1%	-5%
Clc1nnc(N2CCCCC2)c2ccccc12	-5	-5%	-7	16%	3%[57.1 µM]	-0.7%	2%	-16%	-1%
O=C(COc1ccccc1)N(Cc1cccnc1)c1nc2ccc(Cl)cc2s1	-2	5%	-1	-3%	1%[57.1 µM]	1.0%	0%	5%	-4%
CN(Cc1ccon1)C(=O)CC1C(=O)NCCN1Cc1ccccc1C(F)(F)F (configuration not stated)	-2	0%	-7	-5%	5%	-0.1%	3%	?	0%
Cc1ccc(C(=O)Nc2nc(-c3ccccn3)cs2)s1	1	-3%	-1	8%	-6%	-0.5%	-4%	-6%	-3%
CNc1ncc(C(=O)c2ccc(Br)cc2)s1	-4	0%	-3	-2%	-7%	8.5%	3%	-13%	-4%
C=C(C)C1CC=C(C)/C(=N\NC(=O)CCC(=O)Nc2ccc(C)c(C)c2)C1 (configuration not stated)	-10	3%	5	5%	-2%	1.6%	-2%	2%	-2%
CCOC(=O)C1CCCN(C2=C(NS(=O)(=O)c3ccc(Br)cc3)C(=O)c3ccccc3C2=O)C1 (configuration not stated)	6	2%	-18	-3%	-2%	13%	13%	?	-6%

# For convenience, ten of the compounds above.
Compound	LDHA inh	Vif-APOBEC3G blk	PI4K2A block	IDH1 R132H inh	TrxR1 substrate	RXFP1 ag	Vif-APOBEC3F blk	USP1-UAF1 inh	GRP78 ERSR act
COC(=O)c1cc(NC(=O)c2cccnc2)cc(C(=O)OC)c1	-2	1%	-5	-8%	0%	4.2%	-6%	-14%	0%
COc1cccc(Cn2c(=O)cc(C)c3c(C)nn(-c4ccc(C)cc4)c32)c1	-3	-3%	-19	-10%	9%[57.1 µM]	2.0%	-4%	-16%	-3%
CC[n+]1c(C)sc2c(C)cc(C)cc21	?	2%	-11	3%	-10%	1.8%	-2%	-5%	-2%
CCOC(=O)c1ccccc1OCc1cc(/C=N/n2cncn2)ccc1OC	-4	?	5	-4%	-1%[57.1 µM]	2.0%	-5%	-16%	-6%
COc1cc(Cl)c(C)cc1NC(=O)CC1SC(N2CCOCC2)=NC1=O (configuration not stated)	-2	-3%	-2	16%	4%	-1.9%	6%	-15%	-6%
COC(=O)c1cc2sccc2n1CC(=O)N1CCCc2ccccc21	-7	-1%	-3	3%	2%	0.1%	-9%	-13%	-1%
CCCCN(CC)C(=O)CSc1cc(=O)n(C)c2ccccc12	-6	0%	-2	2%	5%	4.6%	1%	-2%	0%
COCOCCn1cc(CN2CCS(=O)(=O)N(Cc3ccc(-c4ccc(OC)nc4)cc3)C(C(C)C)C2=O)nn1 (configuration not stated)	2	-3%	-4	-1%	nt	nt	8%	-18%	0%
CCCCCCCCn1c2c(c(=N)c3c1CCC3)CCCC2	-3	-2%	1	0%	-9%[57.1 µM]	6.5%	?	-16%	-7%
CCCCCn1c(=O)[nH]c2cc(C(=O)NCc3ccc(Cl)cc3)ccc2c1=O	-14	-2%	1	2%	12%[2.29 µM]	?	-5%	-11%	-1%

# Screens from PubChem BioAssay.

# The list is partial; rates above refer to the full screens.
